p53 reactivation: re-activators of mutant p53. H1299 p53-A138V BP100-luciferase reporter, luminescence, 24 h. Potency, µM (top dose mostly 92.2 µM), inactives show at the highest dose activity change, positive = activation, hits mostly activators. 320,000 tested, 0.063% active. AID 504706; note: potency is the fitted concentration of half-maximal effect; % of control where 0% means no effect; nearly all actives have a fitted effect of over 45% in size
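H1299 (p53-null), stable ts p53-A138V + BP100-Luc; 1000 cells/well, Opti-MEM/10% FBS; cpd 4 pt, 1:5; 24 h, 37 deg C, 5% CO2; detection reagent 10 min RT; luminescence.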
TCR act: T cell receptor activation; primary human leukocytes, anti-CD3, IL-2 HTRF, 48 h; Potency, µM (highest dose often 9.22 µM), for the others: top-dose activation of IL-2 secretion, most hits filed as activators; 330,000 tested, under 10 active; AID 504894; note: % of control where 0% means no effect
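48 hr co-incubation of compounds, a-CD3 beads and primary human leukocytes; IL-2 quantified homogeneously by HTRF with anti-IL-2 K and d2 conjugates.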
AT treatment: candidate therapy for ataxia-telangiectasia; […] A-T fibroblasts, KAP-1 phosphorylation AlphaLISA; neocarzinostatin DNA damage 30 min before lysis; Potency, µM (highest dose often 57.5 µM), for inactives: at the top dose activation, usual class: activators; 320,000 tested, 0.19% active; note: potency is the fitted concentration of half-maximal effect; % of control where 0% means no effect; nearly all actives have a fitted effect of over 45% in size
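ATM-like activity read as KAP-1 phosphorylation via AlphaLISA donor/acceptor antibody pairs after lysis and 6 hr at 25C. Cells were ATM-null patient fibroblasts ([…], hTERT), dosed 60 min, then exposed to the DSB inducer NCS for 30 min.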
BRCA1 expr up: activators of BRCA1 expression | MCF7-BRCA1-FFLuc reporter, luminescence, 48 h; response scale: scaled: vehicle 0%, 10 µM genistein 100% | Potency, µM (series often up to 46.1 µM), without a hit: at the top dose activation, actives largely listed as activators | 380,000 tested, 1.1% active; note: potency is the fitted concentration of half-maximal effect; nearly all actives have a fitted effect of over 80% in size; some results filed as inactive show a strong effect at the top dose
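Quantitative HTS in MCF7 cells stably reporting BRCA1 expression via firefly luciferase. Compound treatment lasts 48 h at 37 °C in phenol-red free MEM. Activation is expressed relative to genistein at 10 microM and DMSO.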
TRPV1 ag: agonists of human vanilloid receptor 1 (TRPV1); TRPV1-expressing cells, Fluo-8 calcium influx, agonist mode; 320,000 tested, 0.19% active; Q8NER1; activation, % at 8.33 µM; in the data active = activation above about 80%; inconclusive = between about 30% and that limit; note: 0% is about no effect
Target sequence (Q8NER1 whole entry, looked up): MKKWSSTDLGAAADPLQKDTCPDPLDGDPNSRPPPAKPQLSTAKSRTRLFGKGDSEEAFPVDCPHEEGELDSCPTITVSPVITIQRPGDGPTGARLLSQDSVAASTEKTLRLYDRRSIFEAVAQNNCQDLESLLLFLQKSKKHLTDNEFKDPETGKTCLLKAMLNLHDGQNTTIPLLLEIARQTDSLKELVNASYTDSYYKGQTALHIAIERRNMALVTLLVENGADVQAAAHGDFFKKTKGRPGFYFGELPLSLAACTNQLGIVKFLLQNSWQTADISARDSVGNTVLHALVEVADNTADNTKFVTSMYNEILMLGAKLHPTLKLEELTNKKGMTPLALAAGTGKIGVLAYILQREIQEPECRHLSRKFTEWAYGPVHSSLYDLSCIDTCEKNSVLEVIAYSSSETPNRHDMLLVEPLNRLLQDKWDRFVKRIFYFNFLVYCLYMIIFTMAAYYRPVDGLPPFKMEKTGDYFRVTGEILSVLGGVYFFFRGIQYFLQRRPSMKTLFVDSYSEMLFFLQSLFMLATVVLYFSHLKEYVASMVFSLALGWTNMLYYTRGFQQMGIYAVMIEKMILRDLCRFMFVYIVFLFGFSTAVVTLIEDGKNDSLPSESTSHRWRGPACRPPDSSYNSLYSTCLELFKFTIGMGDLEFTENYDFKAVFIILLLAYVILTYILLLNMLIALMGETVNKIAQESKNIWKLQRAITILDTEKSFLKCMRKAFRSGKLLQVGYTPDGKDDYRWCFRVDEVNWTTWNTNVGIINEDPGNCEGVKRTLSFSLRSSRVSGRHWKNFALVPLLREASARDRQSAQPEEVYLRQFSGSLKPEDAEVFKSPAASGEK
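Cells expressing TRPV1 were dye-loaded with Fluo-8 and read kinetically: 10 s baseline, 3 min after compound (agonist portion), then 2 min after EC20 capsaicin (allosteric enhancer portion). Calcium-bound dye fluorescence at 480/520 nm.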
a7 integrin act: integrin-mediated muscular dystrophy alleviation activation; AID 624291; 350,000 tested, 0.064% active; Potency, µM (highest dose often 38.3 µM), for the others: top-dose activation, usual class: activators; alpha7betagal myoblasts, beta-gal FDG fluorescence, 48 h;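 note: potency is the fitted concentration of half-maximal effect; 100% = response of the positive control SU9516; nearly all actives have a fitted effect of over 60% in size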
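Alpha7betagal+/- myoblasts (passage 13) were plated 16-24 hr, then exposed to compounds (1:260 dilution of DMSO stock) for 48 hours at 37C. After MPER lysis, β-galactosidase reporter activity was read as FDG fluorescence (ex 480/em 540) after 30 minutes.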
MLL CXXC-DNA inh: blocks binding of human MLL CXXC domain to DNA | MLL-CXXC / FITC-HOXA9 DNA fluorescence polarization | Potency, µM (top dose mostly 115 µM), inactives show at the highest dose activity change, negative = inhibition, most hits filed as inhibitors | AID 2662 | Q03164 | 290,000 tested, 0.037% active; active = well fitted inhibition curve with a large enough effect in the polarisation, with a control signal flat, not every such curve was filed as active; inconclusive = small, poorly fitted or top-dose-only effect, or effect the other way, or a change in a side signal; inactive = no such curve, though single readings can be large or run the other way; the % refers to the polarisation; note: potency is the fitted concentration of half-maximal effect
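Steps: dispense CXXC domain solution (7 uM) → pin compounds or unlabeled HOX-A9 DNA control → 5 min ambient → add FLSN-HOX-A9 solution (50 nM) → spin → 30 min ambient → fluorescence polarization. Tris pH 7.5/NaCl/DTT/BSA buffer.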
B2AR arrestin: beta2AR (human) beta-arrestin recruitment activity; P07550; Potency, µM (titrated, usually from 46.1 µM), for inactives: at the top dose activation, hits mostly activators; beta-arrestin recruitment to beta2AR, cell-based reporter; AID 492947; 330,000 tested, 0.02% active;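 note: potency is the fitted concentration of half-maximal effect; 0% = DMSO controls and full agonism = EC100 isoproterenol or metaproterenol; nearly all actives have a fitted effect of over 65% in size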
PTAP TSG101 blk: blocks PTAP/TSG101 interaction to inhibit HIV-1 budding. Fluorescence polarization, FITC-PTAP peptide / Tsg101 binding. Potency, µM (series often up to 115 µM), for inactives: top-dose activity change, negative = inhibition, usual class: inhibitors. 340,000 tested, under 10 active; active = well fitted inhibition curve with a large enough effect in the main read-out, with a control signal flat, not every such curve was filed as active; inconclusive = small, poorly fitted or top-dose-only effect, or effect the other way, or a change in a side signal; inactive = no such curve, though single readings can be large or run the other way; note: potency is the fitted concentration of half-maximal effect; % of control where 0% means no effect
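Steps: Tsg101 binding domain dispensed (10 uM final), compounds pinned in DMSO, FITC-labeled PTAP-motif peptide added (50 nM final); after 20 min binding at room temperature, polarization measured.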
ELG1 repair inh: blocks ELG1-dependent DNA repair in HEK293T cells; HEK293T ELG1-luciferase reporter, luminescence, 16 h; DNA damage induced by 5-fluorouridine; Potency, µM (series often up to 46.1 µM), inactives show at the top dose activity change, negative = inhibition, most hits filed as inhibitors; 330,000 tested, 2.3% active; AID 504467; note: potency is the fitted concentration of half-maximal effect; % is set by controls: 0 for no effect and ±100 for the full control effect; nearly all actives have a fitted effect of over 55% in size
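Cells (2,000 per well) received 5-fluorouridine plus test compound or DMSO and were incubated 16 hr at 37 °C, 5% CO2. Luciferase activity was read by luminescence 30 min after ONE-Glo addition; signal suppression marked inhibition of damage-induced ELG1 function.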
* = called active by the depositor; u = inconclusive; x = no result given; [ ] = dose if it differs, or a comment. Unless noted, calls come from the whole dose curve; as a rule, active = well fitted curve in the direction sought with a large enough effect; inconclusive = small, poorly fitted or top-dose-only effect, or another doubt; inactive = no such curve, though single readings can be large; an effect the other way counts as inactive or inconclusive. Hits appear at their usual frequency. Share with any hit: about 3.8%.

canonical_smiles,a7 integrin act,ELG1 repair inh,PTAP TSG101 blk,AT treatment,BRCA1 expr up,TRPV1 ag,p53 reactivation,MLL CXXC-DNA inh,TCR act,B2AR arrestin
O=C(COC(=O)c1cc2ccccc2oc1=O)Nc1cccc(S(=O)(=O)N2CCCCCC2)c1,2%,u,-4%,8%,8%,1,u,13%,-8%[46.1 µM],4.3%
Cc1ccc(C(=O)Nc2sc3c(c2C(=O)O)CCCC3)o1,1%,u,0%,-10%,36%,3,u,27%,2%,-0.2%
COc1ccc(C)cc1Nc1n[n+](-c2ccccc2)c(-c2ccc(N(C)C)cc2)s1,-30%,-25%,u,6%,-17%,1,5%,122%[activator],5%,-0.4%
Cc1ccc(CCNC(=O)c2nnn(-c3cccc(C)c3)c2N)cc1,-39%,u,-3%,18%,3%,1,-7%,-3%,x,0.0%
CCN(CC(=O)NC(C)C)C(=O)CCNC(=O)c1ccc(Cl)cc1,-19%,4%,2%,-3%,-1%,0,-13%,-1%,3%,0.0%
CCOc1ccccc1C(=O)NC(C(=O)Nc1ccccc1N1CCOCC1)C(C)C (stereo unspecified),13%,2%,-1%,12%,-9%,u,u,3%,0%,-0.4%
Cc1ccc(NC(=S)c2ccncc2)cc1,29%,12%,-5%,-8%,5%,25,4%,0%,3%,-0.2%
Cc1sc2ncnc(N3CCC(C(=O)NNC(=O)COc4ccc(Cl)cc4)CC3)c2c1C,9%,x,-4%,x,-28%,x,x,x,5%,x
COc1ccc(C2=NNC(=Nc3cc(S(=O)(=O)N(C)C)ccc3C)SC2)c(OC)c1,-55%[inhibitor],15µM*,-5%,-35%,-51%,-2,-3%,5%,8%,-0.1%
O=[N+]([O-])c1cc(-c2nnc(N3CCOCC3)c3ccccc23)ccc1N1CCOCC1,14%,u,-2%,5%,-39%,4,0%,38%[activator],4%,0.0%
Cc1cccc(C)c1NC(=O)c1cn(-c2ccccc2)nc1-c1ccccc1,13%,u,-2%,-2%,-20%,2,15%,7%,0%[46.1 µM],-3.5%
Cc1ccc(S(=O)(=O)N2CCC(C(=O)OCC(=O)N3CCc4ccccc43)CC2)cc1,9%,-2%,1%,2%,9%,1,-3%,2%,-6%,0.4%
Cc1cccc(C)c1NC(=O)CN(C)CC(=O)Nc1ccc(F)c(Cl)c1,15%,u,0%,1%,8%,1,0%,1%,-4%,-0.2%
CC1CCCN(C(=O)CN(c2ccccc2)S(=O)(=O)c2ccc(F)cc2)C1 (stereo unspecified),u,20%,0%,1%,-21%,27,0%,x,4%,0.2%
CCOC(=O)c1cnc(SC)nc1Oc1cccc(NS(=O)(=O)c2ccc(F)cc2)c1,-25%,12%,-4%,x,-59%,3,-16%,-9%,5%,0.3%
COC(=O)c1sc(S(=O)(=O)N2CCN(c3ccccc3F)CC2)c(C(=O)OC)c1C,8%,-26%,-7%,14%,-26%,x,6%,x,1%,0.1%
Cc1ccc2cc(C#N)c(N3CCN(C(=O)c4cccs4)CC3)nc2c1,-17%,-2%,1%,-3%,-31%,11,x,16%,x,2.0%
CC(=O)Nc1cccc(/C(C)=N/NS(=O)(=O)c2ccccc2)c1,0%,9%,-2%,5%,-17%,3,-3%,-2%,5%,0.2%
Cc1ccc(NC(=O)COC(=O)CN2CCCCCC2=O)c(C)c1,-6%,17%,-4%,33%,-5%,-1,6%,x,6%,0.1%
COc1ccc2oc(=N)c(C(=O)Nc3ccc(Br)cc3)cc2c1,u,-7%,0%,0%,-23%,0,x,31%[activator],4%,0.3%
O=C(Nc1ccc(NC(=O)C2CC2)nc1)c1cnccn1,0%,4%,-2%,-1%,45%,-2,-2%,u,0%,0.2%
Cc1ccc(CSc2nnc(-c3cccc(S(=O)(=O)N4CCOCC4)c3)n2CC(C)C)cc1,8%,2%,-4%,4%,-21%,u,-2%,-5%,-1%[46.1 µM],0.0%
CC1(C)C(C(=O)O)N2C(=O)C(NC(=O)Cc3ccccc3)C2S1=O (stereo unspecified),0%,1%,-1%,-3%,-4%,5,x,-24%,6%,-0.6%
CS(=O)(=O)N1CCN(c2ccc(NC(=O)c3cccnc3Cl)cc2)CC1,-2%,20%,-3%,12%,15%,1,5%,-10%,-3%,0.2%
CCOc1cc(C(=O)NCCOC)ccc1OC,10%,9%,0%,2%,-2%,0,2%,1%,5%,-0.1%
Cn1cc(C(=O)C(=O)N2CCCC2)c2ccccc21,-1%,9%,-11%,-6%,-2%,1,8%,12%,3%,-0.2%
O=C(CSc1nnc(COc2ccccc2)o1)N1CCCC1,4%,1%,-2%,1%,4%,1,-4%,0%,1%,-0.2%
Cc1ccc(C(=O)NC2CCN(CC(=O)Nc3cccc([N+](=O)[O-])c3)CC2)cc1,10%,-13%,1%,2%,17%,1,0%,1%,x,-0.2%
COc1ccc(C(=O)/C(C)=N/O)cc1OC,-11%,10%,-5%,2%,6%,3,-5%,1%,x,-0.5%
COc1ccc(C(CNC(=O)c2cccc(NS(=O)(=O)c3ccc(C)c(F)c3)c2)N(C)C)cc1 (stereo unspecified),-39%,-2%,-3%,0%,-7%,-2,-4%,x,-1%,0.2%
CCOC(=O)C1=C(O)/C(=C\c2ccc(CNS(=O)(=O)c3ccc(Br)cc3)o2)N=C1C,-24%,1%,2%,-1%,-1%,-2,-12%,8%,0%[46.1 µM],4.0%
CC1CCc2c(C(=O)NCCN3CCOCC3)csc2C1 (stereo unspecified),11%,23%,-1%,19%,47%,-7,-1%,3%,2%,0.2%
COc1ccc(-c2cc(C(=O)Nc3ccccc3F)on2)cc1,23%,u,-7%,-2%,60%,5,11%,1%,-3%,0.3%
O=S(=O)(NCC1CC1)c1cccc(S(=O)(=O)N2CCCC2)c1,21%,8%,-1%,0%,-6%,1,0%,-2%,0%,-0.2%
COc1ccc(NC(=O)CCS(=O)(=O)c2ccc3c(c2)CCCN3C(C)=O)cc1Cl,22%,-4%,-2%,3%,10%,1,5%,-2%,x,0.1%
CCc1ccc(N2C(=O)C(Cl)=C(N3CCCCCC3)C2=O)cc1,42%,2%,-2%,4%,-6%,16,3%,-1%,6%,0.0%
CCCCN(S(=O)(=O)c1ccccc1)S(=O)(=O)c1ccccc1,u,7%,-8%,12%,-28%,19,-8%,18%,-4%,0.0%
Cn1c(=O)c2c(nc(SCc3cccnc3)n2Cc2ccc(F)cc2)n(C)c1=O,9%,-5%,-4%,4%,-10%,0,-10%,-8%,-4%,-0.3%
Brc1ccc(-c2csc(Nc3nc(-c4ccc(Br)cc4)cs3)n2)cc1,-6%,u,0%,5%,-13%,-2,-1%,-10%,9%,5.3%
C=C1CCC(O)C2(C)CCC3C(C)C(=O)OC3C12O (stereo unspecified),-12%,-1%,-8%,u,5%,-2,-10%,-7%,-24%,-0.8%
Cc1ccc2c(c1)N(C(C)C(=O)NCc1ccc3c(c1)OCO3)C(=O)CO2 (stereo unspecified),u,0%,-7%,-27%,19%,1,-3%,-14%,-1%,-0.3%
O=C(NCCO)c1cc2c(s1)CCC2,13%,13%,-2%,2%,25%,3,3%,-2%,-4%,-0.2%
Clc1ccc(/C=N/Nc2ccccn2)cc1,1%,u,-3%,-7%,88%,19,24%,0%,-3%,-0.1%
O=C(Nc1ccccc1)N1CCC(C(=O)N2CCN(Cc3ccccc3)CC2)CC1,4%,10%,0%,-5%,-22%,5,-2%,x,0%,0.0%
Cn1cc(CN2CCC(O)CC2)c(-c2ccc(Oc3ccccc3)cc2)n1,-28%,-11%,1%,9%,2%,0,1%,8%,7%,-0.5%
Cc1ncc2c(n1)NC(=O)NC2,-10%,x,-2%,x,-13%,x,x,x,-4%,x
O=C(CSc1cn(Cc2ccccc2)c2ccccc12)N1CCOCC1,-4%,u,1%,5%,7.9µM*,u,26%,-4%,-3%,-0.1%
O=C(Cn1cc(Cl)ccc1=O)c1ccc(Cl)cc1,0%,u,-3%,2%,32%,8,27%,9%,-5%[46.1 µM],0.0%
CC1CN(C2=CC(=O)CCC2)CC(C)O1 (stereo unspecified),37%,5%,-2%,9%,-1%,-4,1%,u,5%,0.0%
O=S(=O)(c1ccccc1)N1CN(c2ccc(F)cc2F)c2nc3ccccc3nc21,-18%,u,-1%,14%,-37%,x,15%,x,-4%,-0.8%

Source: PubChem (National Center for Advancing Translational Sciences (NCATS))
